Assay outcomes from PubChem BioAssay.
PI5P4K alpha inh: blocks human PI5P4K alpha kinase activity | 1.2% of 330,000 active | PI5P4Kalpha enzyme, ADP-Glo luminescence, 60 min; active compounds read low | AID 652105 | max response, %; active = max response of -50% or lower; inconclusive = between -30% and -50%; inactive = -30% or higher; also: value at the top dose of about 77 µM; % is scaled to controls: 0 for no effect and ±100 for the full control effect
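Reactions run in 0.038 M HEPES pH 7.4, 0.28 mM EGTA, 0.1% CHAPS and 5% DMSO, with PI5P4Kalpha, substrate, compound and 5 microM ATP final, one hour at room temperature. Readout is ADP-Glo luminescence.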
D3 antag: D3 dopamine receptor (human) antagonism. P35462. D3R cells, DiscoveRx beta-arrestin luminescence, antagonist mode; active compounds read low. max response, negative = inhibition, %. 2.5% of 360,000 active. AID 652054; in the data active = max response below about -50%; inconclusive = no clear call, values can overlap the other calls; also: % is scaled to controls: 0 for no effect and ±100 for the full control effect; mostly tested at two doses, the higher about 12 µM
Target sequence (P35462 whole entry, looked up): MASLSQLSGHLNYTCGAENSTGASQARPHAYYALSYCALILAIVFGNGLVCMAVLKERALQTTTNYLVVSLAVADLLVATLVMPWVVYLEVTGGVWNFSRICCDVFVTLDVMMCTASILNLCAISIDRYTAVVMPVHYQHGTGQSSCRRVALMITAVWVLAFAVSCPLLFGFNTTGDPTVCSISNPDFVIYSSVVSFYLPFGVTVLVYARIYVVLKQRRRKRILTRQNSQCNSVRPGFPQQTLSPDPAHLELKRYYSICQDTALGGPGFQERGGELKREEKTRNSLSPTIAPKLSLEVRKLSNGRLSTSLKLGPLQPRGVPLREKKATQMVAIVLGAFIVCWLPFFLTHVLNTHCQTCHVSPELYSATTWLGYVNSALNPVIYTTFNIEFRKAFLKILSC
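Cells expressing the human receptor were seeded at 1500 cells/well, incubated overnight at 37 degrees C in 5% CO2, then exposed to library compounds with dopamine controls for 90 minutes at 37 degrees C before luminescent detection.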
GLP1R ag: activates the human GLP-1 receptor | P43220 | HEK293 GLP-1R CRE-luciferase, luminescence, 4-6 h; cells express a hypersensitive GLP-1R form | Potency, µM (series often up to 45.6 µM), inactives show top-dose activation, usual class: activators | 0.007% of 380,000 active | AID 624172; also: potency is read from the fitted curve at half-maximal effect; % of control where 0% means no effect
Target sequence (P43220 whole entry, looked up): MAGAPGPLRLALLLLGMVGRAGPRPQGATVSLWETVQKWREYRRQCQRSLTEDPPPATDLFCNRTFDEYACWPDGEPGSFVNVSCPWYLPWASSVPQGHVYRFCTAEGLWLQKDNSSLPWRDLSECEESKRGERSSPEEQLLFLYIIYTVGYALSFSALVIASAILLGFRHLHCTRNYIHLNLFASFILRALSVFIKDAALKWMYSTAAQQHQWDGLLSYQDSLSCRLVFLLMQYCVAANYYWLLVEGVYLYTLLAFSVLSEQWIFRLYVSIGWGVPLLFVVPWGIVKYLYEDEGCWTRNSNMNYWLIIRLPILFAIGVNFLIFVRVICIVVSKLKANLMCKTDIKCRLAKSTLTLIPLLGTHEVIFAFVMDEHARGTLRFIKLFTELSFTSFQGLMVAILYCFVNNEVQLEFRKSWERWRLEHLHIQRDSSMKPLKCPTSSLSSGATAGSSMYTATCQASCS
DRD3 agonist: agonists of human D3 dopamine receptor; 0.58% of 410,000 active; AID 652048; max activation, %; P35462; D3R DiscoveRx beta-arrestin cells, luminescence, 90 min; in the data active = max activation above about 30%; also: 0% is about no effect; mostly tested at two doses, the higher about 12 µM
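Cells at 1500/well, incubated overnight, then treated with pinned compounds (dopamine as control) for 90 min at 37 degrees C. DiscoveRx reagent added for 30 - 60 minutes at room temperature; luminescence read.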
IL-2 act: activates IL-2 in a cell-based reporter assay; AID 652025; IL-2 activation reporter assay, cell-based qHTS; stimulated with anti-CD3/CD4/CD28 beads; in transgenic mouse T cells; activation, % (series mostly up to about 46 µM); 0.065% of 360,000 active; in the data active = activation above about 50%; inconclusive = mostly about 30% to 49%; also: 0% is about no effect
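Unstimulated transgenic mouse T cells, 750 per well, received compound and, after 60 minutes, anti-CD3/anti-CD4 bead plus anti-CD28 stimulation. EGFP and DsRed were quantified after 18 hours.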
PLK1 PBD block: blocks phosphopeptide binding to human PLK1 polo-box domain; Plk1 PBD binding of FITC phosphopeptide, fluorescence polarization; Potency, µM, for the others: max response, negative = inhibition, usual class: inhibitors; 2.8% of 360,000 active; AID 720504; also: potency is read from the fitted curve at half-maximal effect; series mostly up to about 57 µM; % is scaled to controls: 0 for no effect and ±100 for the full control effect; nearly all actives have a fitted effect of over 65% in size
GLP1R inv ag: GLP-1 receptor (human) inverse agonism; P43220; HEK293 GLP-1R CRE-luciferase, luminescence, 24 h; GLP-1R form is constitutively active; Potency, µM (titrated, usually from 38.3 µM), for inactives: at the top dose activity change, negative = inhibition, hits mostly inhibitors; 1.6% of 410,000 active; also: potency is read from the fitted curve at half-maximal effect; % is scaled to controls: 0 for no effect and ±100 for the full control effect; nearly all actives have a fitted effect of over 55% in size
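Seeding at 200 cells/uL, 12 h culture, 24 hr compound treatment, then luciferase reagent and a luminescence read; cells are HEK293 stably expressing a constitutively active GLP-1R plus cAMP-responsive luciferase.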
HEK293 tox: cytotoxic in the GLP-1 receptor inverse agonist counter-screen. HEK293 cAMP-luciferase reporter cells, luminescence, 24 h. Potency, µM (titrated, usually from 38.3 µM), inactives show top-dose activity change, negative = inhibition, usual class: inhibitors. 0.13% of 410,000 active;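 also: loss of luciferase light is scored as toxicity; potency is read from the fitted curve at half-maximal effect; % is scaled to controls: 0 for no effect and ±100 for the full control effect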
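1536-well qHTS counterscreen of the MLSMR; 200 cells/uL, 12 h pre-incubation, 23 nL cpd, 24 h at 37 deg C 5% CO2, luciferase detection reagent, 12 min RT, luminescence. Inhibition = undesired.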
WRN inhibitor: inhibitors of human WRN helicase; 0.46% of 360,000 active; Q14191; WRN helicase unwinding, fluorescent forked duplex, kinetic; Potency, µM (series often up to 114 µM), for the others: at the highest dose activity change, negative = inhibition, most hits filed as inhibitors; also: potency is read from the fitted curve at half-maximal effect; % is scaled to controls: 0 for no effect and ±100 for the full control effect; nearly all actives have a fitted effect of over 55% in size
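Enzyme (20 nM final) and test compound sit together 15 min at room temperature before substrate addition. Substrate is a single-forked duplex oligonucleotide (100 nM) labelled with fluorophore and quencher, with 2 mM ATP; helicase unwinding raises red fluorescence, read kinetically.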
Active calls of the source: *; ? = inconclusive; · = not tested or not shown; & = joins results of further samples; [ ] = remark or other dose. Unless noted, calls follow the shape of the dose curve; as a rule, active = well fitted curve in the direction sought with a large enough effect; inconclusive = small, poorly fitted or top-dose-only effect, or another doubt; inactive = no such curve, though single readings can be large; an effect the other way counts as inactive or inconclusive. This is a random part of the collection; 7.8% or so of the library scored in one or more.

SMILES | PI5P4K alpha inh | D3 antag | GLP1R ag | DRD3 agonist | IL-2 act | PLK1 PBD block | GLP1R inv ag | HEK293 tox | WRN inhibitor
O=C(c1ccco1)N1CCN(C(=O)c2sccc2-c2ccccc2)CC1 | · | 6 | -4% | 3 | -0.3 | -8% | -6% | 0% | 6%
Cc1cc(-c2ccc(C)c(S(=O)(=O)NCCCN3CCN(c4ccccc4F)CC3)c2)on1 | 7 | -68* | 6% | 4 | -0.4 | 4% | ? | 16% | -11%
O=C(NC1CCCCC1)C(=S)N1CCOCC1 | 3 | 1 | 2% | -6 | -2.1 | 24µM* | 0% | 2% | -11%
CCN(CC)C(=O)C1=C(C)N(Cc2ccc(C(C)(C)C)cc2)C(=O)C(CC(=O)NCCCN(C)C)C1 (configuration not stated) | -8 | -11 | 1% | -5 | 0.6 | -13% | -16% | -17% | 3%
CC1CCN(S(=O)(=O)c2ccc(NC(=O)CCN3C(=O)C4CC=CCC4C3=O)cc2)CC1 (configuration not stated) | 3 | 9 | 9% | 1 | -0.2 | -9% | -11% | -3% | 11%
CCCSc1nnc(N)s1 | -6 | 4 | -7% | 1 | 2.9 | -1% | 4% | -19% | -3%
C/C=C/C=C(/NC(=O)c1ccccc1)C(=O)Nc1ccccc1 | -3 | 2 | -1% | 1 | -0.4 | 4% | -10% | -3% | 7%
Cc1c(C(=O)N2CCN(Cc3nccn3C)CC2)oc2c(F)cccc12 | 0 | -15 | 7% | 4 | -1.0 | -5% | -10% | 1% | 2%
C=CCNC(=S)Nc1ccc(C(N)=O)cc1 | -3 | -24 | 2% | -4 | 0.8 | -9% | -5%[7.66 µM] | 11%[7.66 µM] | 10%
O=C(Nc1ccc(C(=O)N2CCOCC2)cc1)c1cccs1 | -14 | 14 | 4% | 0 | -1.7 | 0% | -3% | -14% | -4%
COC(=O)c1cc(NC(=O)Cn2nc(C)n3cccc3c2=O)cc(C(=O)OC)c1 | 0 | 3 | 5% | -12&-8 | -0.3 | 6% | 18%&-7% | -1%&-5% | 4%
CC(=O)Nc1ccc(S(=O)(=O)NC(C)C(=O)OCC(=O)Nc2ccc(F)cc2Cl)cc1 (configuration not stated) | 11 | 15 | 3% | 6 | -3.3 | 4% | 8% | -20% | -5%
CS(=O)(=O)N(CC(=O)O)c1cc(C(F)(F)F)ccc1Cl | 0 | -16 | -1% | -14 | 0.1 | -3% | 4% | 3% | -1%
COc1cc(C2NC(=O)N(C)C3=C2C(=O)CCC3)cc(OC)c1OC (configuration not stated) | · | -24 | -2% | -8 | -1.2 | -8% | 15% | -13% | 0%
CCOC(=O)c1nnn(-c2nonc2N)c1CSc1ccccn1 | · | -12 | 10% | -3 | -2.2 | 3% | 0% | -13% | -2%

2 of these compounds in a different format.
SMILES,PI5P4K alpha inh,D3 antag,GLP1R ag,DRD3 agonist,IL-2 act,PLK1 PBD block,GLP1R inv ag,HEK293 tox,WRN inhibitor
COC(=O)c1cc(NC(=O)Cn2nc(C)n3cccc3c2=O)cc(C(=O)OC)c1,0,3,5%,-12&-8,-0.3,6%,18%&-7%,-1%&-5%,4%
CC(=O)Nc1ccc(S(=O)(=O)NC(C)C(=O)OCC(=O)Nc2ccc(F)cc2Cl)cc1 (configuration not stated),11,15,3%,6,-3.3,4%,8%,-20%,-5%

Continuation:
SMILES | PI5P4K alpha inh | D3 antag | GLP1R ag | DRD3 agonist | IL-2 act | PLK1 PBD block | GLP1R inv ag | HEK293 tox | WRN inhibitor
CCOC(=O)N1CCN(C(=O)c2oc3ccc(S(=O)(=O)N(CC)CC)cc3c2C)CC1 | 6 | 46 | 20% | 10 | 0.8 | -21% | -22% | -3% | 1%
O=[N+]([O-])c1cnn(-c2nc(-c3cccs3)cc(C(F)(F)F)n2)c1 | 0 | 23 | 21% | 7 | -0.1 | -14% | 8% | 1% | 8%
C=CCOC(=O)C1=C(C)NC(SCC(=O)N(CC)CC)=C(C#N)C1c1ccco1 (configuration not stated) | -1&20 | -5&-14 | -2%&2% | -16&-2 | -2.6&-1.9 | 0%&-7% | ? | -3%&-15% | -1%&-17%
c1cc(N2CCOCC2)ccc1-c1ccc2nncn2c1 | -5 | 0 | 1% | 1 | -0.3 | -5% | 21% | 3% | 3%
COC(=O)c1c(C(=O)OC)c(-c2ccc(OC)cc2)n2c1CS(=O)(=O)C2 | 0 | 9 | 6% | -2 | -3.7 | 3% | 24% | -3% | 2%[57.1 µM]
CC1Cn2c(nnc2-c2cccs2)S1 (configuration not stated) | · | 16 | 1% | 2 | 1.0 | -4% | 17% | 4% | -7%
O=C(NCC(c1ccccc1)N1CCCC1)C1CCN(C(=O)Nc2ccccc2)CC1 (configuration not stated) | -2 | -9 | 4% | -16 | -0.9 | 1% | 7% | 7% | -6%
CCCCc1ccc(NC2=NCC(=O)N2CCc2ccccc2)cc1 | 0 | 4 | 9% | 6 | -5.4 | -1% | ? | 11% | -11%
Cc1nc(SCC(=O)Nc2ccccn2)n[nH]1 | 5 | -17 | 0% | 5 | -1.6 | 0% | 0% | -1% | 0%[57.1 µM]
COc1cc(OC)cc(C(=O)NCC(=O)N2CCN(Cc3ccccc3)CC2)c1 | 4 | 2 | -3% | -21 | -0.1 | -10% | -3% | -20% | -2%
C(=NOCc1ccccc1)c1ccncc1 | -2 | 22 | 17% | 0 | -0.3 | -4% | 16% | -6% | 6%
COc1ccc(CCN2C(=O)N(c3ccc(OC)cc3)C(=O)C2CC(=O)Nc2ccccc2)cc1 (configuration not stated) | 0 | -9 | 8% | -8 | 0.8 | -5% | ? | -8% | -20%[57.1 µM]

2 compounds from above with just GLP1R ag and D3 antag:
Structure | GLP1R ag | D3 antag
COC(=O)c1c(C(=O)OC)c(-c2ccc(OC)cc2)n2c1CS(=O)(=O)C2 | 6% | 9
COc1ccc(CCN2C(=O)N(c3ccc(OC)cc3)C(=O)C2CC(=O)Nc2ccccc2)cc1 (configuration not stated) | 8% | -9

Quoted at random: 4 records from the list
SMILES | PI5P4K alpha inh | D3 antag | GLP1R ag | DRD3 agonist | IL-2 act | PLK1 PBD block | GLP1R inv ag | HEK293 tox | WRN inhibitor
COc1cc(OC)cc(C(=O)NCC(=O)N2CCN(Cc3ccccc3)CC2)c1 | 4 | 2 | -3% | -21 | -0.1 | -10% | -3% | -20% | -2%
CCCCc1ccc(NC2=NCC(=O)N2CCc2ccccc2)cc1 | 0 | 4 | 9% | 6 | -5.4 | -1% | ? | 11% | -11%
C(=NOCc1ccccc1)c1ccncc1 | -2 | 22 | 17% | 0 | -0.3 | -4% | 16% | -6% | 6%
Cc1nc(SCC(=O)Nc2ccccn2)n[nH]1 | 5 | -17 | 0% | 5 | -1.6 | 0% | 0% | -1% | 0%[57.1 µM]

Among those listed so far, two contain two or more sulfur atoms:
SMILES | PI5P4K alpha inh | D3 antag | GLP1R ag | DRD3 agonist | IL-2 act | PLK1 PBD block | GLP1R inv ag | HEK293 tox | WRN inhibitor
CCCSc1nnc(N)s1 | -6 | 4 | -7% | 1 | 2.9 | -1% | 4% | -19% | -3%
CC1Cn2c(nnc2-c2cccs2)S1 (configuration not stated) | · | 16 | 1% | 2 | 1.0 | -4% | 17% | 4% | -7%
